Screening data: PubChem BioAssay, several laboratories
Kir21 block = inhibitors of mouse Kir2.1 inward-rectifier potassium channel; P35561; HEK293-Kir2.1, FluxOR thallium flux fluorescence; hits give low values; B-score at 10 µM; 0.85% of 310,000 active;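 active = fluorescence ratio B-score at or below minus 3 SD of library scores, with starting-brightness B-score within 2 SD, cut at about -4.2 in these data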;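 also: channel flux triggered by added potassium and thallium sulfate stimulus; B-score of peak minus minimum fluorescence over baseline after thallium stimulus; more negative B-score means stronger Kir2.1 block with less thallium influx; some compounds called inactive have numbers as strong as hits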
Target sequence (P35561 whole entry, looked up): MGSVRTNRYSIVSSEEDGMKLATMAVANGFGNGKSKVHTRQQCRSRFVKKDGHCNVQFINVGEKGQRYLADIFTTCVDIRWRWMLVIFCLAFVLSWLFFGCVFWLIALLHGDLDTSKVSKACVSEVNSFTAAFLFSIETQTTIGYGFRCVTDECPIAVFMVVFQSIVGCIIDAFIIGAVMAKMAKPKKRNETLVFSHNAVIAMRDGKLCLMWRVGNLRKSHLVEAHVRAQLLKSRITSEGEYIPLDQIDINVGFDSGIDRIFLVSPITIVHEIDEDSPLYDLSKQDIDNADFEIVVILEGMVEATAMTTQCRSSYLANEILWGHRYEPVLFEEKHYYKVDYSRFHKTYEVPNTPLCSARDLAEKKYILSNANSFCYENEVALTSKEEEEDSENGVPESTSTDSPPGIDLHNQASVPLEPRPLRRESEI
STK33 kinase inh = blocks human STK33 kinase activity | inhibition, % at 10 µM | 0.073% of 320,000 active | Q9BYT3 | purified STK33, MBP phosphorylation, ADP-Glo luminescence;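 active = inhibition at or above 25%, using the most active replicate where run in duplicate; inactive = inhibition below 25%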
Target sequence (Q9BYT3 whole entry, looked up): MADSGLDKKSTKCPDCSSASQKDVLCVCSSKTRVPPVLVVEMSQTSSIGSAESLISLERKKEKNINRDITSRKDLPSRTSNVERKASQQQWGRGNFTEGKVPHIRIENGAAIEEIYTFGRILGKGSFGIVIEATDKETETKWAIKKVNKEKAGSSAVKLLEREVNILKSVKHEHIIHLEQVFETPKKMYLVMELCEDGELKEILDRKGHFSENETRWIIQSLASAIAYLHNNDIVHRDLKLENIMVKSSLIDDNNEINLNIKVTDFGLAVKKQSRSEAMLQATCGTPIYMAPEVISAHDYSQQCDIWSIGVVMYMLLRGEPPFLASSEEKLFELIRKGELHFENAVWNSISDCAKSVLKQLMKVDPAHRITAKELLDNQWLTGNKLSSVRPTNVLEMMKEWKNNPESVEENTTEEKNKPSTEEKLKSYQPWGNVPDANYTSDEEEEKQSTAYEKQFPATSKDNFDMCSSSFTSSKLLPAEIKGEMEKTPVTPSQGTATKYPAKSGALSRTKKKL
An asterisk follows results filed as active; / = not tested or not shown.

Kir21 block	STK33 kinase inh	compound
/	-0.4	Cc1ccc(C(=O)NCCCN2CCOCC2)cc1S(=O)(=O)N1CCOCC1
0.59	-0.1	O=C(O)C1CCCN1c1nc(C(F)(F)F)nc2ccccc12 (stereo not given)
0.07	-0.4	COc1ccc(OC)c(-n2c(-c3ccccc3)n[nH]c2=S)c1
-0.6	-0.7	O=C(CCNS(=O)(=O)c1cccc2nsnc12)N1CCN(c2ccccn2)CC1
0.68	0.6	Cc1ccccc1NC(=S)Nc1ccc2[nH]c(=O)[nH]c2c1
-0.14	-0.1	Cc1nn(-c2ccccc2)c(C)c1NC(=O)COc1ccc([N+](=O)[O-])cc1
0.18	-1.0	CCC(Nc1nc(-c2ccccc2)nc2ccccc12)C(=O)O (stereo not given)
1.9	-0.4	O=C(/C=C/c1ccccc1)NCC(=O)N/N=C/c1ccccc1[N+](=O)[O-]
-1.2	-1.0	CC(C)C(=O)N1CCC2(CC1)Oc1ccc(Cl)cc1C(=O)C21CC(c2ccc(Cl)cc2)=NO1 (stereo not given)
-0.23	-2.1	COc1cccc(C(=O)CN2C(=O)C(C)(C)Oc3ccc(C(=O)N4CCCCCC4)cc32)c1
-2	4.8	Cc1cc(NC(=O)c2cccc(Oc3ccccc3)c2)n[nH]1
-0.18	-1.0	O=C(/C=C/c1cccs1)NCc1ccc2c(c1)OCO2
/	0.0	CCc1ccc(OC)c(S(=O)(=O)NCc2cccs2)c1
-0.52	2.0	COC(=O)c1ccccc1NC(=O)c1cnc2sccn2c1=O
1.2	1.7	CCOC(=O)c1c(-c2cccs2)csc1NC(=O)C(C)(C)C
0.02	0.1	CCNC(=O)c1ccc(NS(=O)(=O)c2ccc3[nH]c(=O)[nH]c3c2)cc1
-1.1	-0.3	O=C(N/N=C/c1ccc(N2CCCCC2)o1)c1ccccc1[N+](=O)[O-]
-0.09	-0.5	O=C(COC(=O)c1cccc(-n2cnnn2)c1)Nc1c(Cl)cccc1C(F)(F)F
0.4	0.8	O=C(CCCC1=NS(=O)(=O)c2ccccc2N1)N1CCN(c2ccc(Cl)cc2)CC1
-1.6	-0.4	O=C(c1ccc(Cl)cc1)N1CCCCC(Sc2nnc(-c3ccc4c(c3)OCO4)o2)C1=O (stereo not given)

Some values from the entries so far:
Under STK33 kinase inh, O=C(O)C1CCCN1c1nc(C(F)(F)F)nc2ccccc12 (stereo not given) has -0.1
Under Kir21 block, O=C(CCCC1=NS(=O)(=O)c2ccccc2N1)N1CCN(c2ccc(Cl)cc2)CC1 has 0.4
Under Kir21 block, CC(C)C(=O)N1CCC2(CC1)Oc1ccc(Cl)cc1C(=O)C21CC(c2ccc(Cl)cc2)=NO1 (stereo not given) has -1.2
Under Kir21 block, CCOC(=O)c1c(-c2cccs2)csc1NC(=O)C(C)(C)C has 1.2
Under STK33 kinase inh, CCc1ccc(OC)c(S(=O)(=O)NCc2cccs2)c1 has 0.0
Under Kir21 block, CCC(Nc1nc(-c2ccccc2)nc2ccccc12)C(=O)O (stereo not given) has 0.18

Additional entries follow:
Kir21 block	STK33 kinase inh	compound
0.23	-0.8	CCOc1ccc(CCNC(=O)CCc2nnc3ccc(N4CCOCC4)nn23)cc1
-0.01	0.6	CC(C)C[C@@H]1NC(=O)N(CCCn2ccnc2)C1=O
-1.4	0.5	Cc1cc(C)c(C#N)c(N2CCSCC2)n1
0.13	-0.4	CC1C/C(=N/NC(=O)c2ccc(CSc3nc4ccccc4[nH]3)cc2)CC(C)(C)C1 (stereo not given)
/	0.9	CC(Sc1ncccn1)C(=O)Nc1ccc2c(c1)OCO2 (stereo not given)
1.5	-3.1	CCN(CC(=O)NCc1ccc(F)cc1)C(=O)Cc1ccc(OC)cc1
-0.34	-1.8	O=C(N/N=C/C(Br)=C/c1ccccc1)c1cnccn1
0.59	-1.4	O=C(Cc1c(F)cccc1Cl)NCCN1CCOCC1
-0.38	-1.0	Cc1cc(S(=O)(=O)N2CCCC(N(C)CCc3ccccn3)C2)c(C)s1 (stereo not given)
-0.95	-1.5	CCOc1ccc(S(=O)(=O)NCc2cccnc2)cc1
-0.95	-0.5	CN(C)C(=O)Cn1c(SCC(=O)NCc2ccc3c(c2)OCO3)nc2ccccc21
0.13	-0.9	COc1ccc(C(=O)Nc2ccc(N3CCN(C(=O)C(C)C)CC3)cc2)cc1[N+](=O)[O-]
1.7	-2.0	S=C(Nc1ccccc1)N1CCN(C2CCCCC2)CC1
1.2	-0.3	CCOc1ccccc1C(=O)NC1CC2CCCC(C1)N2Cc1nnnn1Cc1ccco1 (stereo not given)
-1.6	-0.4	CCCC(=O)Nc1ccccc1NC(=O)c1ccc(OC(C)=O)cc1
-0.36	-0.4	Cc1cc(S(=O)(=O)Nc2ccc3ccccc3c2)c(C)s1
0.14	1.3	COC(=O)c1cnc(Oc2ccc(NC(=O)NC(=O)c3c(F)cccc3Cl)cc2)cc1C(F)(F)F
0.5	0.2	COc1cc(/C=N/NC(=O)c2ccncc2)ccc1OCCN1CCCCC1
0.12	-1.4	CCC(C)(C(=O)NC1CCCC1)N(Cc1cccs1)C(C)=O (stereo not given)
0.27	-1.6	O=C(Cn1nc(-c2ccc(N3CCOCC3)c([N+](=O)[O-])c2)c2ccccc2c1=O)N1CCCCC1

An excerpt from above in order of molecular weight, lowest first.
Kir21 block	STK33 kinase inh	compound
1.7	-2.0	S=C(Nc1ccccc1)N1CCN(C2CCCCC2)CC1
1.5	-3.1	CCN(CC(=O)NCc1ccc(F)cc1)C(=O)Cc1ccc(OC)cc1
0.5	0.2	COc1cc(/C=N/NC(=O)c2ccncc2)ccc1OCCN1CCCCC1
-0.38	-1.0	Cc1cc(S(=O)(=O)N2CCCC(N(C)CCc3ccccn3)C2)c(C)s1 (stereo not given)

Further results
Kir21 block	STK33 kinase inh	compound
0.85	-1.5	COc1ccc(NC(=O)c2ccc(S(=O)(=O)N3CCCCC3)cc2)c(OC)c1
-0.07	-1.4	Cc1ccc(S(=O)(=O)NCCC(=O)Nc2nnc(C3CC3)s2)cc1C
-1.4	-1.0	CC1=C(C(=O)Nc2ccccc2)C(c2ccc(C)o2)n2c(s/c(=C/c3ccccc3)c2=O)=N1 (stereo not given)
-1.3	-1.1	O=C(c1cccs1)N(Cc1cc2ccccc2[nH]c1=O)c1ccccc1
1.4	2.0	O=C(NCc1cccnc1)Nc1ccc(Cl)cc1Cl
-0.08	-1.0	CCn1c(C)cc(/C=C2\NC(=O)N(CC(=O)Nc3ccc(F)cc3)C2=O)c1C
-0.06	-1.8	Cc1ccc(C(=O)NCC(=O)N2CCC(Cc3ccccc3)CC2)cc1
0.12	-0.4	COc1cc(/C=N/O)ccc1OCc1ccccc1Cl
0	-1.7	COc1ccc(/C=N/N=C2/SCC(=O)N2Cc2ccccc2)cc1
0.55	-0.6	O=C1/C(=C/c2cccnc2)SC(=S)N1N1CCOCC1
1.4	1.1	CC(C)(C)NC(=O)c1ccc(Sc2ccccc2)c([N+](=O)[O-])c1
0.1	0.0	Cc1ccc2cc(CCNC(=O)c3ccco3)c(=O)[nH]c2c1
-1.2	0.2	O=C(NCC(=O)N(c1cccnc1)C(C(=O)NC1CCCC1)c1cccs1)c1ccco1 (stereo not given)
-1.4	0.8	Cc1cccc(CN2CCN(C(=O)CCc3nnc(C4CCCCC4)o3)CC2)c1
-0.58	-0.3	CN(C)C(=O)CN1C(=O)NC(c2ccccc2)(c2ccccc2)C1=O
-0.98	-1.9	COc1ccccc1-c1cn[nH]c1-c1ccc(OCc2ccccc2)cc1O
/	1.4	CCOC(=O)Cc1csc(NC(=O)c2ccc(N3CCOCC3)cc2[N+](=O)[O-])n1
-0.97	-0.6	CCC1(c2ccccc2)NC(=O)N(CC(=O)N2CCN(S(=O)(=O)c3ccccc3)CC2)C1=O (stereo not given)
0.68	0.0	COc1cc2nc(C3CC3)n(NC(=O)c3ccc(Cl)cc3)c(=O)c2cc1OC
3.7	1.5	O=C(NCCO)C1(c2ccc(Cl)cc2)CCCC1

Entries of single compounds, looked up by structure. Order of values: Kir21 block	STK33 kinase inh
`CCC1(c2ccccc2)NC(=O)N(CC(=O)N2CCN(S(=O)(=O)c3ccccc3)CC2)C1=O` (stereo not given) as listed: -0.97	-0.6
`O=C(NCc1cccnc1)Nc1ccc(Cl)cc1Cl` as listed: 1.4	2.0

(cont.)
Kir21 block	STK33 kinase inh	compound
/	-2.1	CCN(C(=O)CN1CCCCCC1)c1c(N)n(Cc2ccccc2)c(=O)[nH]c1=O
-1.3	-0.1	CN(C)CCCNC(=S)Nc1ccc(-c2ccccc2)cc1
-1.9	9.4	COc1ccc(N/C=C2\CCc3ccccc3C2=O)cc1
0.32	8.1	COc1ccccc1CNC(=O)C1CCC(=O)N1C(C)C (stereo not given)
0.28	-1.0	COc1ccc(/C=C(\C#N)C(=O)OCC(=O)NC(=O)NCCC(C)C)cc1
0.02	-0.9	Cc1onc(-c2ccccc2)c1C(=O)Nc1cccc(OC(C)C)c1
-0.37	-3.8	CCN1c2ccccc2NC2C1C(C(C)=O)C(=O)N2c1ccc(Cl)cc1 (stereo not given)
-0.39	-0.4	Cc1ccc(Nc2nc(N)nc(CSc3nc4ccccc4s3)n2)cc1
0.08	-1.7	COC(=O)c1ccc2c(=O)n(Cc3ccc4c(c3)OCO4)c(SCC(=O)N3CCCC3)nc2c1
0.55	0.2	CC1=C(C(=O)OC2CCCCC2)C(c2ccco2)n2ncnc2N1 (stereo not given)
/	0.1	COc1ccccc1CNC(=O)COC(=O)/C=C/c1ccc2ccccc2n1
2.2	-0.8	CCOC(=O)NC(=O)C(=CNc1cccc(OC)c1)C(=O)NC(=O)OCC
-0.01	-1.4	CC(=O)N=c1sc2cc(C)ccc2n1C
/	0.3	Cc1cccc(NC(=O)c2nc[nH]c2C(=O)N2CCN(c3ccccc3)CC2)c1
0.68	/	O=C(NC1CCCCC1)NC1CC2CCC(C1)N2C(=O)NC1CCCCC1 (stereo not given)
-0.68	0.6	CN1CCN(CCC(=O)Nc2ccccc2Cl)CC1
0.11	-4.9	COc1ccc(O)c(/C=N/c2nc3ccccc3n2C)c1
0.53	-0.1	CNC(=O)c1sccc1-n1cccc1
-0.39	1.3	N#Cc1nc(Cc2ccccc2)oc1NCc1cccnc1
-0.04	0.0	CCOc1ccc(/C=N/NC(=O)CN2CCCCC2)cc1OCC
1.3	-0.5	Cc1nc(NC(=O)COc2ccc(Cl)cc2)sc1C(=O)N(C)C
2.8	-0.6	Cc1cc2cc3c(N)[nH]nc3nc2cc1C
2.9	0.6	CC(C)(C)C(=O)OCc1nc(-c2ccc(C(F)(F)F)cc2)cs1
0	0.7	O=C(Nc1ccc(O)cc1)c1ccc(NC(=O)c2cccs2)cc1
0.19	0.1	COc1ccc(NC(=O)CC(C)C)c([N+](=O)[O-])c1
-0.02	-1.1	CCOc1cc(/C=C(/NC(C)=O)C(=O)O)cc(Cl)c1OCc1ccc(Br)cc1
0.04	-2.4	Cc1ccc(C(=O)Nc2ccc(CN3CCCCC3)cc2)c(C)c1
-0.18	-2.2	Cc1nn(CC(=O)NC(=O)NC2CCCCC2C)c(=O)c(C#N)c1C (stereo not given)
/	-0.5	O=C(Nc1ccc(S(=O)(=O)N2CCCC2)cc1)C1CC(=O)N(CCc2ccc(F)cc2)C1 (stereo not given)
/	0.1	CC(NC(=O)COC(=O)c1ccccc1F)C1CC2CCC1C2 (stereo not given)
-1.2	-1.9	Cc1cccc(C2CC(c3ccc(Br)cc3)Nc3nc(N)nn32)c1 (stereo not given)
-2.6	-1.0	CCCCn1c(N)c(N(CC(C)C)C(=O)CN(C)S(=O)(=O)c2ccc(C)cc2)c(=O)[nH]c1=O
0.75	-1.0	Oc1ccc2ccccc2c1C=Nc1cc(C(F)(F)F)ccc1N1CCCC1
0.11	-0.6	CCN(CC(=O)NCc1ccncc1)S(=O)(=O)c1ccc(OC)cc1
-0.21	-1.0	CCOc1nc(CC(C)C)c2c(c1C#N)CC(C)(C)OC2
-1.7	-0.3	COc1ccc(-c2nc(CSCC(=O)NC3CCCc4ccccc43)c(C)o2)cc1 (stereo not given)
-0.38	-0.9	Cc1c(Cl)c([N+](=O)[O-])nn1CC(=O)NCc1ccc(Cl)cc1
0.57	-0.8	CN(C)CCCN(C(=O)c1ccc([N+](=O)[O-])o1)c1nc2cc3c(cc2s1)OCO3
0.36	-3.4	COC(=O)C1=CN(C(C)C)C=C(C(=O)OC)C1c1cc(Br)c(OC)c(OC)c1
/	0.8	NC(=O)c1ccc(NC(=O)COC(=O)C2COc3ccccc3O2)cc1 (stereo not given)
-0.27	-0.4	Cc1sc2ncnc(N3CCC(C(=O)Nc4ccc(Cl)cc4Cl)CC3)c2c1C
-0.05	-0.8	CCN1CCN(C(=O)N(Cc2ccc(Cl)cc2)S(=O)(=O)c2ccc(C)cc2)CC1
0.75	-0.2	Cc1ccc(NC(=O)c2ccc(-n3cncn3)c([N+](=O)[O-])c2)cc1F
-0.01	-0.3	CC1=C(C(=O)N2CCCC(CCC(=O)NCc3ccccc3F)C2)OCCO1 (stereo not given)
0.6	1.2	O=C(N[C@H](CO)[C@H](O)c1ccc([N+](=O)[O-])cc1)C(Cl)Cl
-0.29	-0.5	CC1Cc2ccccc2N1C(=O)CCn1c(=O)oc2ccccc21 (stereo not given)
2.3	0.6	CCCn1c(SCC(=O)Nc2ccc3c(c2)CCC3)n[nH]c1=O
-1.6	-3.4	COc1cc(/C=C2\C(=O)ON=C2c2ccccc2)cc(OC)c1OC
-0.01	-0.8	CCc1nn(-c2cc(Oc3ccccc3)nc(-c3ccccc3)n2)c(N)c1C#N
0.78	-1.8	Cc1cc(C)cc(NS(=O)(=O)c2ccc(NC(=S)NC(=O)c3ccc(Br)o3)cc2)c1
-2.5	-0.3	CC(=O)N1CCc2cc(S(=O)(=O)Nc3ccccc3N3CCN(C)CC3)ccc21
-1.5	0.6	CN(C)CCN(C(=O)c1ccc(S(=O)(=O)N(C)c2ccccc2)cc1)c1nc2cc3c(cc2s1)OCO3
-0.43	0.6	COc1ccc(C(=O)Nc2cccnc2)cc1
-0.47	-1.1	O=C(Nc1ccccc1C(=O)Nc1ccc(F)cc1)c1ccco1
/	0.2	Oc1ccc(Cl)cc1CNCC1CCCCC1
1.1	2.1	COc1ccc(C(=O)NC2CC2)cc1OC1CCN(Cc2ccccc2)CC1
